# A549 viability = kills or reduces viability of A549 cells in Nrf2 counter-screen; 390,000 compounds, 0.16% hits; Potency, µM (top dose mostly 46 µM), for the others: at the top dose activity change, negative = cytotoxicity, hits mostly inhibitors; A549 ARE-Fluc cells, CellTiter-Fluor viability, 18-24 h; note: % is set by controls: 0 for no effect and ±100 for the full control effect
#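 A549 ARE_Fluc cells in 5% FBS OPTI-MEM were exposed to compounds in concentration-response for 18-24 h at 37 deg C. Viability was read by CellTiter-Fluor fluorescence (Ex 405/Em 525) after 30 min, before the luciferase read.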
# Nrf2 block = Nrf2 pathway inhibition; Potency, µM (highest dose often 46 µM), inactives show top-dose activity change, negative = inhibition, hits mostly inhibitors; A549 ARE-Fluc reporter, luciferase luminescence, 18-24 h; 360,000 compounds, 2.1% hits; note: % is set by controls: 0 for no effect and ±100 for the full control effect; nearly all actives have a fitted effect of over 60% in size
#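 Reporter: ARE-Fluc in A549. Exposure: 18-24 h, 37 °C, 5% CO2, 5% FBS OPTI-MEM. Readouts: fluorescent cytotoxicity (CellTiter-Fluor), then luminescent Nrf2 signal after BugLite.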
# HepG2 viability = HepG2 cytotoxicity, counter-screen for TGF-b inhibitors; HepG2 CAGA-GFP viability, ATP luminescence, 18 h; AID 588856; Potency, µM (doses to about 46.1 µM), inactives show at the top dose activity change, negative = cytotoxicity, actives largely listed as cytotoxic; 410,000 compounds, 0.76% hits; note: some results filed as inactive show a strong effect at the top dose
#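 HepG2 CAGA-GFP cells (1000/well, DMEM with 1% FBS) received compound, then TGF-beta at 500 pg/mL final, and were incubated 18 hours at 37 degrees C. Viability was read by CellTiter-Glo luminescence. Media-only wells were set as complete cell-killing and DMSO as no toxicity.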
# ATXN viability = reduces viability in counter-screen for ATXN expression inhibitors | S2 cells (HEK-293 line with an ATXN2-luciferase reporter) viability, CellTiter-Fluor protease fluorescence, 24 h | Potency, µM (top dose mostly 56.7 µM), usual class: cytotoxic | 400,000 compounds, 0.49% hits | AID 651635; note: nearly all actives have a fitted effect of over 40% in size
# Nrf2 ARE act = activates Nrf2 signaling; AREc32 ARE-luciferase reporter (MCF7-derived line), luminescence, 24 h; Potency, µM (highest dose often 46.1 µM), inactives show at the top dose activation, actives largely listed as activators; 410,000 compounds, 0.31% hits; note: % of control where 0% means no effect; nearly all actives have a fitted effect of over 65% in size
#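 Nrf2 activation is followed as ARE-luciferase induction in the AREc32 line after one day of compound treatment; luminescence is read with Steady-Glo.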
# ATXN2 expr inh = reduces ATXN2 reporter expression in HEK-293 cells; 360,000 compounds, 0.72% hits; AID 1745845; Potency, µM (titrated, usually from 57 µM), for inactives: at the highest dose activity change, negative = inhibition, most hits filed as inhibitors; HEK-293 ATXN2-luciferase reporter, luminescence, 24 h; note: % is set by controls: 0 for no effect and ±100 for the full control effect; nearly all actives have a fitted effect of over 55% in size
#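 ATXN2-luciferase reporter cells (luciferase flanked by upstream and downstream ATXN2 gene portions) were treated 24 h at 37 °C with compounds at up to 57 uM. SteadyGlo luminescence gave expression; GF-AFC fluorescence gave viability.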
# EPAC2 antagonist = blocks human EPAC2 exchange factor; EPAC2 GEF exchange of Rap1B-BODIPY-GDP, fluorescence; Potency, µM (top dose mostly 114 µM), without a hit: top-dose activity, negative = inhibition, actives largely listed as inhibitors; 360,000 compounds, 0.18% hits; note: % is set by controls: 0 for no effect and ±100 for the full control effect; nearly all actives have a fitted effect of over 45% in size; many of its hits are not listed in these tables
# Target sequence (Q8WZA2 whole entry, looked up): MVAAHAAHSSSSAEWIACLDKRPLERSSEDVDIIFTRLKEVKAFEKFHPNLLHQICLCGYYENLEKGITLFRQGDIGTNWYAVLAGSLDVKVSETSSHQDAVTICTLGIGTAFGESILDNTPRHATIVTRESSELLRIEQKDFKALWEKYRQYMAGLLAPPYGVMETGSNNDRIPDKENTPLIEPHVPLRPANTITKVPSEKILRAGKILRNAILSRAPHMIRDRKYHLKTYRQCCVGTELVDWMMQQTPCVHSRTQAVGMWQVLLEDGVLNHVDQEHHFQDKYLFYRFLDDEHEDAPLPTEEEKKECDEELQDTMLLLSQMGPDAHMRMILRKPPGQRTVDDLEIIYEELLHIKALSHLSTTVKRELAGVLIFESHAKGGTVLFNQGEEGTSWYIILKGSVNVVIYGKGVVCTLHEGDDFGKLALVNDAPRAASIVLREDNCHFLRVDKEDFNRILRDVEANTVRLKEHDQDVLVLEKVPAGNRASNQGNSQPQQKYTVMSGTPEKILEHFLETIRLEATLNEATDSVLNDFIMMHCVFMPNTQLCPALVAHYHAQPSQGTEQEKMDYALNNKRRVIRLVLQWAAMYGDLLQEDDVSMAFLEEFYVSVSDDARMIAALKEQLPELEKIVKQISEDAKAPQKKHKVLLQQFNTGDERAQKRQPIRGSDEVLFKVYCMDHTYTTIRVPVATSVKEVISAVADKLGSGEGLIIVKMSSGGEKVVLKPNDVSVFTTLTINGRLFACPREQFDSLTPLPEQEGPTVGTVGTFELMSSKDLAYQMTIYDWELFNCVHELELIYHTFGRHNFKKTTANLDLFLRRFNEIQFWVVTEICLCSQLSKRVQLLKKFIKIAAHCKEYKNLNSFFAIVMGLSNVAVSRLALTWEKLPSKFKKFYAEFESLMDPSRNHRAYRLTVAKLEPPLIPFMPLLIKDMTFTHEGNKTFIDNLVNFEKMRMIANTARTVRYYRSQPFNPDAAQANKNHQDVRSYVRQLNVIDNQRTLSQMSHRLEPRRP
# TGFb inhibitor = TGF-b pathway inhibition | HepG2 CAGA-GFP TGF-b/SMAD3 reporter, GFP fluorescence, 18 h; TGF-beta stimulated, 500 pg/mL final | Potency, µM (top dose mostly 46.1 µM), for the others: at the highest dose activity, negative = inhibition, usual class: inhibitors | 410,000 compounds, 1.2% hits | AID 588855; note: % is set by controls: 0 for no effect and ±100 for the full control effect; nearly all actives have a fitted effect of over 65% in size
#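 Smad-responsive CAGA-GFP expression was quantified in HEPG2 cells exposed to compounds and 500 pg/mL final TGF-beta for 18 h at 37 degrees C; unstimulated wells defined full inhibition.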
# MCF10A rerep = DNA re-replication induction in MCF 10a cells; MCF 10A DNA re-replication, Hoechst nuclear intensity, 48 h; Potency, µM (titrated, usually from 46.1 µM), without a hit: at the highest dose activity, positive = re-replication, usual class: activators; 350,000 compounds, 2.9% hits; AID 624296; note: % of control where 0% means no effect; nearly all actives have a fitted effect of over 50% in size
# * = called active by the depositor; i = inactive; u = inconclusive; x = no result given; [ ] = dose if it differs, or a comment. Calls come from the whole dose curve; as a rule, active = well fitted curve in the direction sought with a large enough effect; inconclusive = small, poorly fitted or top-dose-only effect, or another doubt; inactive = no such curve, though single readings can be large; an effect the other way counts as inactive or inconclusive. Potency is the fitted concentration of half-maximal effect. Only part of the results is shown, so the mix of outcomes need not match the whole.
SMILES,A549 viability,Nrf2 block,HepG2 viability,ATXN viability,Nrf2 ARE act,ATXN2 expr inh,EPAC2 antagonist,TGFb inhibitor,MCF10A rerep
CC(C)OCCCNC(=O)[C@H]1N2C(=O)c3ccccc3C2SC1(C)C (stereo partly drawn),-6%,1%,-13%,i,-2.5%,-11%,4%,11%,-4%
Cc1ccccc1NC(=O)C1CCCN1S(=O)(=O)c1cccc2cccnc12 (stereo not drawn),-1%,-2%,-6%,i,0.5%,5%,0%,-8%,u
Cc1cc(=O)[nH]c2nc3ccccc3n12,x,x,2%,x,0.1%,x,9%,8%,x
Cc1ccccc1S(=O)(=O)N(C)C[C@H]1OCc2cnnn2CCCC(=O)N([C@H](C)CO)C[C@H]1C,x,x,-3%,i,-0.5%,-2%,8%,20%,x
CN1CCC(=NOc2ccc([N+](=O)[O-])cc2)CC1,-1%,u,3%,i,1.6%,13%,-4%,9%,17%
COc1cccc(N2CCN(c3cnc4ccccc4n3)CC2)c1,-2%,-26%,-47%,i,3.1%,u,-1%,-20%,0%
Cn1c(N)c(C(=O)COC(=O)c2ccc(Br)o2)c(=O)n(C)c1=O,0%,12%,-12%,i,3.0%,1%,-21%,-2%,-1%
CCOCCCn1c(SCC(=O)Nc2ccccc2OC)nc2ccccc2c1=O,-3%,u,-4%,i,-0.8%,-39%,-20%,-15%,u
Cc1cccc(NC(=S)NC2CCCCC2)n1,0%,-10%,-1%,i,3.3%,19%[11.3 µM],-1%,0%,-4%
CC1CCN(S(=O)(=O)c2ccc3nc(NCc4ccc(N(C)C)cc4)ccc3c2)CC1,u,u,-12%,u,-1.1%,u,x,u,x
O=C(O)C1CCN(C(=O)OCc2ccccc2)CC1,8%,u,-7%,i,0.7%,35%,-2%,11%,2%
CN(C)/N=C/C=C1\CC/C(=C\c2ccc(F)c(F)c2)C1=O,0%,0%,1%,i,0.0%,-1%,2%,1%,2%
CCc1nc(C)cn1S(=O)(=O)c1ccc(Cl)c(Cl)c1Cl,1%,-12%,-14%,i,3.8%,-20%,-8%,u,8%
Cc1ccc(-c2ccc(/C=N/N3C(=O)C4C5C=CC(CC5)C4C3=O)o2)c([N+](=O)[O-])c1 (stereo not drawn),4%,1%,-39%,i,3.8%,2%,-10%,u,u
O=C(c1cnn2c(C(F)(F)F)cc(-c3ccccc3)nc12)N1CCOCC1,0%,5%,-16%,i,0.1%,-1%,0%,6%,1%
Cc1ccc(C(=O)Oc2c(S(=O)(=O)c3ccccc3)c(C)nn2-c2ccccc2)cc1,0%,0%,-9%,i,-0.1%,1%,x,-10%,x
CCOc1ccc2c(c1)C(c1ccc(C)o1)=NNC(c1ccncc1)=N2,-3%,15%,-9%,i,2.6%,-18%,-9%,-10%,-3%
CCOC(=O)Cn1c(S(=O)(=O)Cc2cccc(F)c2)nc(-c2ccccc2)c1-c1ccccc1,-12%,2%,-13%,i,-0.8%,68%[activator],-1%,29%,u
Cc1c(CNCC(C)c2ccccc2)c(C(=O)O)c(C)n1Cc1ccccc1 (stereo not drawn),-3%,-12%,1%,i,-0.5%,1%[11.3 µM],-7%,-1%,-1%
Cc1cc(C(=O)NC2CCCc3c2cnn3-c2ccc(C(C)(C)C)cc2)n[nH]1 (stereo not drawn),13%,4.6µM*,-44%,u,3.7%,x,13%,-20%,21%
COc1ccc(CN2CN(S(=O)(=O)c3ccccc3)c3nc4ccccc4nc32)cc1,-12%,-7%,2%,i,0.0%,37%[activator],1%,-16%,-7%
CCCNC(=O)c1oc2ccc3c(c2c1C)C(=O)CC(C)(C)O3,-2%,u,-15%,i,2.1%,21%,7%,0%,1%
CCOc1ccc(OCCC(=O)NNC(=O)c2cc(OC)c(OC)c(OC)c2)cc1,-5%,-1%,12%,u,0.6%,8%,-7%,-2%,3%
CC1CN(C(=O)N2CCC(C(=O)NCCCc3ccccc3)CC2)c2ccccc2O1 (stereo not drawn),2%,-5%,-12%,x,0.6%,x,x,-27%,x
CCOC(=O)C(=CNc1ccc2c(c1)CCN2C(C)=O)C(=O)OCC,5%,u,43%,i,4.2%,-30%,1%,0%,3%
Cc1ccc(N2CCN(C(=O)C3CCN(S(=O)(=O)c4ccc5c(c4)oc(=O)n5C)CC3)CC2C)cc1 (stereo not drawn),6%,-2%,-14%,i,0.4%,-13%,x,-6%,x
Cc1ccc(CCNC(=O)c2ccc(Nc3nc4ccccc4n4nnnc34)cc2)cc1,-2%,-6%,1%,i,0.2%,0%,x,-2%,x
CN(CC(=O)Nc1ccc(F)cc1)CC(=O)N1CCCCCC1,-4%,3%,-4%,i,0.3%,-3%,1%,-6%,-6%
COc1ccc2cc3c(N)c(C(=O)N4CCCC4)sc3nc2c1,-10%,x,-35%,i,3.4%,66%[activator],-6%,u,16%
O=C(CN1CCN(C(=O)c2ccco2)CC1)Nc1cc(C(F)(F)F)ccc1Cl,-4%,x,16%,i,0.4%,-12%,0%,2%,14%
CCOC(=O)C(C)Sc1nc(N2CCOCC2)c2c(c1C#N)CC(C)(C)OC2 (stereo not drawn),3%,4%,6%,i,-0.2%,-20%,-9%,u,4%
CCN(C(=O)COC(=O)c1c(-c2ccccc2)noc1C)c1c(N)n(Cc2ccccc2)c(=O)[nH]c1=O,-2%,-2%,5%,i,0.3%,-4%,8%,-17%,-3%
Nc1nnc(SCc2ccccc2)n1-c1ccccc1,-5%,7%,-6%,i,-0.6%,1%,-2%,4%,6%
Cc1cccc(-n2c(O)c(C=NCCCN3CCOCC3)c3ccccc3c2=O)c1,4%,1%,-1%,u,-0.6%,-5%,4%,-1%,7%
Cc1ccc(-c2nc(CS(=O)(=O)CC(=O)Nc3cc(C)ccc3C)c(C)o2)cc1,5%,-2%,-1%,x,0.3%,x,x,-13%,x
CC1(C)OC2C(O1)[C@@H](CO)O[C@H]2n1cnc2c(N)ncnc21 (stereo partly drawn),-7%,10%,23%,i,-0.2%,8%,7%,44%[activator],1%
CCCCCCOC(=O)Nc1ccc(S(=O)(=O)Nc2cccc([N+](=O)[O-])c2)cc1,-3%,-23%,-73%,i,-0.2%,-31%,u,u,u
Cc1cc(=O)oc2cc3c(cc12)OCO3,0%,-11%,-6%,i,-0.9%,x,7%,u,-2%
CCc1ccc(CNC(=O)C2COc3ccccc3C2)cc1 (stereo not drawn),1%,x,5%,i,5.1%,10%,x,-11%,x
CC(C)(C)C(=O)N1CCN(S(=O)(=O)c2ccc3c(c2)OCCCO3)CC1,-21%,u,-3%,i,0.2%,-10%,15%,-12%,6%
Oc1[nH]c2ccccc2c1N=Nc1ccccc1Cl,-11%,u,0%,i,19%,38%[activator],44%[activator],2%,-1%
O=C(c1ccccc1)N1N=C(C(F)(F)F)CC1(O)c1ccccc1O (stereo not drawn),-14%,u,7.1µM*,u,6.9%,x,-9%,8.9µM*,u
COc1ccc(CCNC(=O)c2cc(-c3cc(C)c(C)cc3O)n[nH]2)cc1OC,-6%,-28%,-19%,u,0.0%,-5%,3%,0%,3%
CCCOc1ccc(Oc2ccc(S(=O)(=O)N3CCN(C)CC3)cn2)cc1,0%,u,-6%,i,-0.8%,-11%,-3%,-16%,u
OCCN=C1CCCc2c1[nH]c1ccc(Br)cc21,0%,-16%,-53%,i,u,-3%,-2%,-6%,21%

# Continued, starting with the last 4 of the part before.
SMILES,A549 viability,Nrf2 block,HepG2 viability,ATXN viability,Nrf2 ARE act,ATXN2 expr inh,EPAC2 antagonist,TGFb inhibitor,MCF10A rerep
O=C(c1ccccc1)N1N=C(C(F)(F)F)CC1(O)c1ccccc1O (stereo not drawn),-14%,u,7.1µM*,u,6.9%,x,-9%,8.9µM*,u
COc1ccc(CCNC(=O)c2cc(-c3cc(C)c(C)cc3O)n[nH]2)cc1OC,-6%,-28%,-19%,u,0.0%,-5%,3%,0%,3%
CCCOc1ccc(Oc2ccc(S(=O)(=O)N3CCN(C)CC3)cn2)cc1,0%,u,-6%,i,-0.8%,-11%,-3%,-16%,u
OCCN=C1CCCc2c1[nH]c1ccc(Br)cc21,0%,-16%,-53%,i,u,-3%,-2%,-6%,21%
COc1ccc(Cl)cc1-n1c(=S)sc2c(=O)[nH]c(SCC(=O)NCCC(C)C)nc21,-10%,2%,-1%,i,3.8%,-6%,u,0%,-2%
COc1cccc(-c2nc(NC3CCCC3)c3ccccc3n2)c1O,u,u,-44%,u,-1.8%,u,-6%,u,u
Cc1ccc(-c2nc(NCCCO)c3ccccc3n2)cc1,-5%,6%,-21%,i,4.2%,1%,-1%,-16%,10%
COc1ccc([N+](=O)[O-])cc1NC(=O)C1(c2ccc(OC)c(OC)c2)CCOCC1,-2%,-9%,3%,i,4.2%,-11%,2%,-13%,0%
CCNS(=O)(=O)c1ccc(CCC(=O)NC2CCCC2)cc1,-1%,8%,0.1µM*,i,0.0%,12%,10%,-7%,10%
Cc1sc2ncnc(SCC(=O)Nc3ncccc3O)c2c1C,0%,12%,0%,i,-0.2%,x,0%,-12%,1%
Nc1ccc2c(c1)OCCOCCOCCOCCOCCO2,-1%,9%,6%,u,0.3%,-4%,8%,13%,-38%[inhibitor][9.22 µM]
CCOC(=O)Cn1ccc(-c2ccccc2)c(C#N)c1=O,7%,11%,1%,i,-0.2%,4%[11.3 µM],4%,3%,-7%
O=C(COCc1cc(-c2ccc(F)cc2)on1)Nc1cc(Cl)ccc1O,3%,u,-47%,u,6.3µM*,-10%,x,u,x
O=C(O)C1CCN(C(=O)CSc2nnc(-c3ccccc3)o2)CC1,-1%,11%,20%,i,-0.4%,8%,0%,12%,-1%
CCn1c(CN2CCCCC2)nc2cc(NC(=O)c3ccccc3[N+](=O)[O-])ccc21,-22%,-10%,-4%,i,0.4%,1%,x,u,x
CC1(C)OC2C(CO)OC(n3cnc4c(=S)nc[nH]c43)C2O1 (stereo not drawn),-16%,-22%,-5%,i,-0.3%,-6%,-1%,0%,u
On1c(-c2ccc(Cl)cc2)nc2ccccc21,0%,u,-11%,i,3.6%,-9%[11.3 µM],-6%,0%,-6%

# Assay outcomes deposited in PubChem by National Center for Advancing Translational Sciences (NCATS).
